Screening results deposited in PubChem by The Scripps Research Institute Molecular Screening Center.
TAAR1 antagonist: antagonists of human TAAR1 | inhibition, % at 3 µM | CHO RD-HGA16 TAAR1, Fluo-8 calcium fluorescence, antagonist | AID 624466 | actives 1.5% (n = 360,000);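 active means inhibition above a per-plate cutoff, the mean inhibition of test compounds on that plate plus 3 SD, cut at about 49% in these data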;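 further: 0% = DMSO plus EC80 beta-PEA response and 100% = DMSO alone without agonist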
Target sequence (Q96RJ0 whole entry, looked up): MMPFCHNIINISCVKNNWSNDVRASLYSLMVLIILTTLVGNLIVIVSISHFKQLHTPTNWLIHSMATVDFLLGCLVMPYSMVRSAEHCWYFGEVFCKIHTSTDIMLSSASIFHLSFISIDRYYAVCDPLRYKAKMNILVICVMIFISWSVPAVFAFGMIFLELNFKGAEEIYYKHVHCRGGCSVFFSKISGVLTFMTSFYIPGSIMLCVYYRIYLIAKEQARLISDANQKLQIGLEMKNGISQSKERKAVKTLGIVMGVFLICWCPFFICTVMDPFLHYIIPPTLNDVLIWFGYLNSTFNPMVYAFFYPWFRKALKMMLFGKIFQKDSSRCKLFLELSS
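Material: RD-HGA16 CHO cells with stable hTAAR1 and Gα16; Dosing: single nominal final test compound concentration of 3 µM; Schedule: seeding 17-24 h prior, 75-min 37 °C, 30-min RT dye loading; Detection: kinetic Fluo-8 calcium fluorescence measurement; Measure: % inhibition from peak post-agonist over basal fluorescence ratio; Benchmarks: vehicle and agonist controls.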
M1 ag parental: counter-screen for M1 agonists: effect in parental CHO-K1 cells; Fluo-8 calcium fluorescence; scaled to maximal ATP response, vehicle zero; activation, % at 3 µM; actives 0.48% (n = 360,000); AID 602248; in the data active means activation above about 15%;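 further: untransfected CHO-K1 host cells lacking M1 receptor as counterscreen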
V1R ag counter: counter-screen for oxytocin receptor agonists: human V1a receptor agonists; P37288; AID 2797; activation, % at 3 µM; actives 0.25% (n = 320,000); CHO-V1R cells, Fluo-8 calcium fluorescence, agonist mode; 0% DMSO, 100% 3 nM vasopressin;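 active means activation above the mean activation of all tested compounds plus 3 SD, per screening run, cut at about 20% in these data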;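 further: signal is peak over basal fluorescence ratio across a 100 second FLIPR read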
Target sequence (P37288 whole entry, looked up): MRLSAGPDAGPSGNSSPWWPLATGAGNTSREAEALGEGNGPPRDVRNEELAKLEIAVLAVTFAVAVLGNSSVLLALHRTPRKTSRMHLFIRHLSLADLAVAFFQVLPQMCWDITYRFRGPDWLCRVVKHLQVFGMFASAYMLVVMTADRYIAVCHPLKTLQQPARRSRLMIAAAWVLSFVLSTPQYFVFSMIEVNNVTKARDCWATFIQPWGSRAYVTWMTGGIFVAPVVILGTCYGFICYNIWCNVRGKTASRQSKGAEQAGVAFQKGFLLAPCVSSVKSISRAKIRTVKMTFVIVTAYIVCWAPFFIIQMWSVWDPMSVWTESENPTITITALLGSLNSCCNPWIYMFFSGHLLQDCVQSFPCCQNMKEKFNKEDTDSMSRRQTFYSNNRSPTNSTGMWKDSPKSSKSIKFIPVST
TAAR1 agonist: human TAAR1 agonism. actives 0.99% (n = 360,000). AID 624467. CHO RD-HGA16 TAAR1, Fluo-8 calcium fluorescence; vehicle wells 0%, saturating PEA agonist 100%. activation, % at 3 µM. Q96RJ0;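 active means activation above the mean activation of all test compounds in the run plus 3 SD, cut at about 38% in these data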
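test system = CHO RD-HGA16 cells carrying human TAAR1 plus Gα16 | schedule = 17-24 h seeding, 75 min 37 °C dye, 30 min RT | compound dosing = 3 µM single concentration | control set = DMSO and PEA EC100 | replicates = n 1 | signal = Fluo-8 fluorescence, 5 s baseline then 140 s kinetic read | measure = percent activation vs PEA EC100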
M1 PAM parental: M1 PAM counterscreen hit in parental CHO-K1 cells; ATP EC20, Fluo-8 calcium fluorescence; 0% at ATP EC20, 100% at ATP max; activation, % at 3 µM; actives 0.02% (n = 360,000); AID 602247;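 active means activation above the run cutoff, the mean activation of all test compounds plus 3 SD, cut at about 40% in these data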;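 further: peak over basal fluorescence ratio in a 140 s read after ATP addition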
CHO parental Ca: signal in parental CHO cells, OX1R antagonist counter-screen. AID 463079. inhibition, % at 5.6 µM. actives 0.63% (n = 330,000). parental CHO-K1, ATP-induced calcium, Fluo-8 fluorescence;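 active means inhibition above that plate's mean sample inhibition plus 3 SD, cut at about 26% in these data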;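 further: 0% = ATP-challenged DMSO wells and 100% = DMSO wells without ATP; some compounds past the cut are filed as inactive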
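Material: parental CHO cells / Compound: single nominal dose of 5.6 µM per compound / Signal: Fluo-8 fluorescence / Replicates: singlicate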
M1 ag: agonists of human M1 muscarinic receptor; P11229; CHO-K1 hM1, Fluo-8 calcium fluorescence, agonist mode; 0% DMSO, 100% acetylcholine EC100; activation, % at 3 µM; actives 0.33% (n = 360,000);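 active means activation above the run's mean compound activation plus 3 SD, cut at about 16% in these data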;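 further: peak over basal fluorescence ratio within a 140 s kinetic read after compound addition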
OXTR potentiate: potentiators of human oxytocin receptor; activation, % at 3 µM; P30559; actives 0.061% (n = 320,000); CHO-OTR cells, Fluo-8 calcium fluorescence, potentiator mode; 0% = oxytocin EC15, 100% = EC100;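 active means activation above that plate's cutoff, the mean activation of tested compounds plus 3 SD, cut at about 6.6% in these data, passing the limit was not always enough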;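 further: 100% uses oxytocin at 75 nM as the full agonist control; some results filed as inactive read as strong as hits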
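test system = CHO-OTR cells, human receptor | compound = single-point 3.0 µM | schedule = 6 min compound pre-incubation at room temperature, 100 s kinetic read | signal = Fluo-8 no-wash calcium dye fluorescence, excitation 470-495 nm, emission 515-575 nm | repeats = single well per compound, singlicate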
CHO-K1 Ca antag: counter-screen for M1 antagonists: effect in parental CHO-K1 cells. ATP-induced calcium, Fluo-8 fluorescence. inhibition, % at 3 µM. actives 0.6% (n = 360,000). AID 602250;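 active means inhibition above a per-plate cutoff, the plate's mean sample inhibition plus 3 SD, cut at about 24% in these data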;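 further: 0% = DMSO plus EC80 ATP and 100% = DMSO alone without ATP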
* marks the source's active call; other numbers are inactive results; . = not tested or not shown.

The opening four compounds (preview)
SMILES	TAAR1 antagonist	M1 ag parental	V1R ag counter	TAAR1 agonist	M1 PAM parental	CHO parental Ca	M1 ag	OXTR potentiate	CHO-K1 Ca antag
Cc1ncc(CN2CCCC(C(=O)c3sccc3C)C2)s1 (stereo not drawn)	21	1.4	-0.2	10	3	-6	-7	-14	-12
Cc1cc(C)c2c(c1)NP(=S)(c1ccccc1)N2 (stereo not drawn)	-4	0.0	.	1	11	.	-5	.	-7
Cc1nc(Cl)sc1C(=O)Nc1ccc2ccccc2c1	-7	0.1	0.8	8	-2	-13	-9	-3	5
CCOC(=O)C1=C(N)OC2=C(C(=O)CCC2)C12C(=O)N(CC(N)=O)c1ccccc12 (stereo not drawn)	4	0.3	0.1	3	-3	-2	-3	-2	-10

Main list, from the start:
SMILES	TAAR1 antagonist	M1 ag parental	V1R ag counter	TAAR1 agonist	M1 PAM parental	CHO parental Ca	M1 ag	OXTR potentiate	CHO-K1 Ca antag
Cc1ncc(CN2CCCC(C(=O)c3sccc3C)C2)s1 (stereo not drawn)	21	1.4	-0.2	10	3	-6	-7	-14	-12
Cc1cc(C)c2c(c1)NP(=S)(c1ccccc1)N2 (stereo not drawn)	-4	0.0	.	1	11	.	-5	.	-7
Cc1nc(Cl)sc1C(=O)Nc1ccc2ccccc2c1	-7	0.1	0.8	8	-2	-13	-9	-3	5
CCOC(=O)C1=C(N)OC2=C(C(=O)CCC2)C12C(=O)N(CC(N)=O)c1ccccc12 (stereo not drawn)	4	0.3	0.1	3	-3	-2	-3	-2	-10
N/C(=N/[N+](=O)[O-])N1CCN(C(=O)c2ccc(Cl)cc2)CC1	-6	-0.2	0.6	5	-6	-2	-4	2	13
CCOC(=O)COc1ccc(/C=C2\C(=O)NC(=S)N(c3ccc(OC)cc3)C2=O)cc1OC	0	0.0	-0.1	-2	-3	-3	-5	-16	11
c1ccc(CNc2c3c(nc4ccccc24)CCC3)cc1	-3	3.5	2.8	3	-4	-20	-6	-4	-2
CC[N+](CC)(CC)CCCCCCCCCC[N+](CC)(CC)CC	1	0.0	1.1	8	12	-2	-7	1	-30
CNC(=O)Oc1ccccc1OC(C)C	-15	0.6	.	1	12	.	7	.	-4
COc1ccc(C2SCC(=O)Nc3c2c(C)nn3-c2ccccc2)cc1OC (stereo not drawn)	-7	-0.6	0.2	3	-2	-12	-4	-1	7
O=P(N[C@@H](c1ccccc1)[C@@H]1C[C@H]1CO)(c1ccccc1)c1ccccc1	1	0.1	4.3	8	5	-4	-1	-4	-2
OC(c1ccncc1)(c1ccc(F)cc1)c1ccc(F)cc1	-17	0.1	-0.1	2	9	-12	-7	-6	-1
COc1ccc(CC[n+]2cc(/N=C(\C)[O-])on2)cc1OC	1	0.2	0.1	8	14	-10	-4	4	-7
COc1ccc(C(=O)N2Cc3cnnn3-c3ccccc3C2C#N)cc1 (stereo not drawn)	6	1.5	.	2	25	.	-4	.	-16
Fc1ccc(C(OCCN2CCN(CCCc3ccccc3)CC2)c2ccc(F)cc2)cc1	16	1.5	4.2	6	11	21	-7	-4	4
COC(=O)c1cc(C(O)(C(=O)OC)C(F)(F)F)c(/N=C/N(C)C)s1 (stereo not drawn)	-4	0.5	-0.8	-1	-7	14	-2	-9	-9
COC(=O)C1=C(c2ccc(Cl)c(C(F)(F)F)c2)C[C@@H]2CC[C@H]1N2C(=O)NCCNC(C)=O	17	0.8	0.9	14	25	-10	-10	4	-13
COc1ccc(-c2cc(=Nc3ccccc3)c3cc(C)ccc3o2)cc1	-7	1.1	-0.3	9	20	-21	-7	-7	-13
COc1ccc(C(C)=O)cc1CC(C(=O)c1ccccc1)N(C)C (stereo not drawn)	-7	0.1	-0.5	-2	24	-10	-11	-5	-7
O=C(CSC1c2ccccc2-c2ccccc21)N/N=C/c1ccccc1	0	2.3	1.1	2	12	-11	0	-15	-16
Cc1ccccc1CN1CCN(Cc2ccccc2)CC1	9	-0.2	0.3	0	7	-3	-9	-3	4
CCOc1cc(C(=O)N2CCC3(CC2)OCCO3)cc(OCC)c1OCC	.	1.7	-0.3	.	29	3	-3	1	-17
COc1ccccc1N=C1SCCCN1C	22	1.4	1.7	1	21	-9	-8	-8	-10
c1ccc(C2CN3CCC2CC3)cc1 (stereo not drawn)	-7	0.6	0.1	1	2	-13	5	-8	-14
CCc1nc2ccccc2c(=O)n1-c1cccc(OC)c1	-8	-0.4	0.0	0	4	-11	-3	-3	-8
COc1ccccc1NC(=O)N1C[C@@H]2C[C@@H](C1)c1cccc(=O)n1C2	-19	0.0	0.2	3	-7	-7	-3	-1	13
O=C1CN=C(c2ccccc2)c2cc(Br)ccc2N1Cc1cc(=O)n2ccccc2n1	-14	0.3	2.6	3	-3	-17	-3	-8	-11
O=C1N[C@@H](Cc2ccccc2)C(=O)N2[C@H]1C[C@H]1c3ccccc3N(OOSc3ccccc3)[C@H]12	0	0.2	2.0	12	-14	-22	-1	-5	-1
C/C(=C\c1ccc(N(C)C)cc1)[N+](=O)[O-]	13	5.5	5.6	16	1	8	0	-7	-15
Cc1nn(CC(C)C)c(Cl)c1C(=O)O	-12	-0.2	0.2	1	-16	15	-5	-14	-6
C=CCCC[C@@H]1OC(=O)CNC(=O)C([C@@H](C)CC)NC(=O)[C@@H]2CCCN2C(=O)C([C@@H](C)CC)OC(=O)[C@H](Cc2ccccc2)N(C)C(=O)[C@H](C(C)C)NC(=O)C1(C)C (stereo partly drawn)	-37	1.9	.	-2	22	.	-6	.	-15
Cc1ccc2c(c1N)C(=O)c1ccccc1C2=O	12	7.5	4.8	5	-9	4	15	-8	12
COc1cc(/C=C2\C[C@H]3[C@@H]4CC=C5C[C@@H](N6CCCC6)CC[C@]5(C)[C@H]4CC[C@]3(C)[C@H]2O)cc(OC)c1OC	-10	0.4	.	1	12	.	-8	.	-18
CN(C)c1ccc([P+](=O)c2ccc(N(C)C)cc2)cc1	1	-0.1	1.9	4	9	-16	-4	6	0
CCSc1cc(C2C(C#N)=C(N)Oc3n[nH]c(C)c32)c(C)o1 (stereo not drawn)	-3	0.1	1.4	1	12	-3	-3	-4	-4
CCOc1cc2c(cc1OCC)-n1cccc1C(c1cc(C)c(OC)cc1C)NC2 (stereo not drawn)	-5	2.0	29*	2	6	-30	-4	-5	-9
CC(C)CCN1CCN(Cc2c(F)cccc2Cl)CC1CCO (stereo not drawn)	1	0.2	-0.1	3	18	-16	-9	-5	-4
O=c1cccc2n1CC1CNCC2C1 (stereo not drawn)	-8	0.5	0.4	4	8	8	-2	5	8
COC(=O)C1=C(c2ccccc2)C[C@@H]2CC[C@H]1N2C(=O)NCCS(C)=O (stereo partly drawn)	-6	2.8	1.3	10	22	1	-10	-8	0
COCc1cc(OC(=O)N(C)C)nc(-c2ccccc2)n1	-18	9.2	0.6	-1	18	-10	-4	-4	-3
O=S(=O)(NC1CCCCCCC1)OCC(Cl)(Cl)Cl	-6	-0.7	-0.8	1	1	-12	-8	-24	-8
C[C@]12CC[C@H](O)C[C@H]1CC[C@@H]1C2CC[C@]2(C)[C@@H](C3=CC(=O)OC3)[C@@H](O)C[C@]12O (stereo partly drawn)	5	0.6	0.3	16	6	5	-3	-4	-7
Cc1cc(/C=C2\C(=O)NC(=O)N(c3ccc(Cl)cc3)C2=O)c(C)n1-c1cccc(C(=O)O)c1	-18	0.8	0.9	-1	-17	-1	0	-14	-5
CC(C)(C)C(=O)NC1CCSC1=O (stereo not drawn)	1	.	1.1	2	.	-6	.	-1	.
Cc1c(N=Cc2c(O)n(Cc3ccc(F)cc3)c(=O)[nH]c2=O)c(=O)n(-c2ccccc2)n1C	-16	0.0	0.3	3	3	-6	-7	2	15
CCOc1ccc(-n2c(-c3ccoc3)nc3ccccc3c2=O)cc1	5	2.4	-0.3	7	15	-13	-7	3	-10
O=C(NCC1=C(c2cccc3ccccc23)C[C@@H]2CC[C@H]1N2Cc1ccco1)c1cccnc1	-13	0.9	.	1	11	.	-9	.	-8
CN1C(CC(O)c2ccccc2)CCCC1CC(O)c1ccccc1 (stereo not drawn)	1	-0.1	0.0	1	-5	-18	-7	1	1
CN1CCN(c2ccc(C(N)=O)cc2[N+](=O)[O-])CC1	-14	0.2	-0.6	2	14	-2	-8	-8	-5
CCN1C(=O)NC(=O)/C(=C\c2cn(CC(=O)N3CCCC3)c3ccccc23)C1=O	9	0.2	0.8	-2	-4	2	-4	-4	-13
C[N+]1(CC(COCc2ccccc2)OC(=O)Cc2ccccc2)CCOCC1 (stereo not drawn)	-19	-0.1	0.3	6	14	-8	-13	1	2
CN1CC2=CC(O)CC3Oc4c(O)ccc(c4[C@]23C)C1 (stereo partly drawn)	0	0.0	0.4	1	17	-5	-4	-3	2
COC(=O)C1=C(c2cccc(OCc3ccccc3)c2)C[C@@H]2CC[C@H]1N2C(=O)NCCOc1ccccc1Cl	27	1.5	3.2	11	18	-5	-1	-9	-11
CCOC(=O)C1=C(N)Oc2cc(C)oc(=O)c2C12C(=O)N1c3c(cccc32)C(C)=CC1(C)C (stereo not drawn)	2	0.6	-0.7	2	5	-11	-4	-5	-20
O=C(NCCCN1CCOCC1)C(Cl)(Cl)Cl	11	0.8	-0.1	3	13	-2	-10	-4	-2
Clc1ccc2c(N3CCNCC3)ccnc2c1	-8	0.1	2.1	14	12	-14	-4	-12	-10
Fc1cccc(F)c1CN1CCN(c2ccc(Cl)cc2)CC1	17	1.3	-2.0	14	4	-7	-1	-7	-14
CCOC(=O)c1c(C)n(Cc2ccco2)c2ccc(OC)cc12	6	0.2	-0.9	3	14	-21	-4	-12	-9
CCOC(=O)[C@]12Cc3cc(C)ccc3[C@H]1N(C)C(=O)c1cc(OC)ccc12	-23	0.1	.	-2	10	.	.	.	-16
Nc1ncc([N+](=O)[O-])s1	-18	0.0	-0.2	2	7	-7	-2	-4	-8
(more compounds)
SMILES	TAAR1 antagonist	M1 ag parental	V1R ag counter	TAAR1 agonist	M1 PAM parental	CHO parental Ca	M1 ag	OXTR potentiate	CHO-K1 Ca antag
CN1CCc2nc3sc(C(=O)NC4CC4)c(N)c3cc2C1	15	0.4	3.1	2	18	6	-10	-1	-2
O=C1NCN(c2ccccc2)C12CCN(C(c1cccs1)c1nnnn1Cc1ccccc1)CC2 (stereo not drawn)	46	5.2	.	19	19	.	0	.	-13
CC(C)CCn1c(N)c(C(=O)NCc2cccs2)c2nc3ccccc3nc21	.	0.8	0.2	.	18	-14	-4	1	-18
Cc1cccc(-n2c(-c3ccc([N+](=O)[O-])cc3)nc3ccccc3c2=O)c1	5	0.0	-1.3	2	19	-23	-10	-10	-4

Some of the compounds tested; the hit share may differ from the screen's.
